Bioassay records (PubChem BioAssay)
MT stabilizer – stabilizes microtubules in HeLa cells; HeLa tubulin immunostaining HCS, 24 h; share of cells brighter than vehicle mean+2SD; % tubulin-high responders, % at 10 µM; actives 0.83% (n = 200,000);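 active = plate Z-score above 3 for both tubulin-high and condensed-nucleus cell shares, with cell loss under 80%, at 10 µM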;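 note: anti alpha tubulin signal scored within the nucleus-defined area of each cell; some results filed as inactive read as strong as hits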
XIAP displacement – small molecules displacing peptide from XIAP – biochemical, IAP family, fluorescence polarization (AID 1018). XIAP BIR domain, fluorescence polarization peptide displacement; higher % means a stronger effect. displacement, % at 20 µM; hits with a dose series show IC50 in µM. actives 0.007% (n = 200,000); in the data active = displacement above about 50%; note: a part of the inactive calls stands beside numbers as strong as those of hits
Autophagy HCS – autophagy modulation, high-content screen; MEF GFP-LC3 puncta imaging; test concentration mostly 10 µM; calls only at 10 µM (by protocol); actives 0.98% (n = 190,000); AID 463193;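 active = percentage of spot-positive cells more than 3 SD above its plate mean, without a fluorescence outlier flag or 80% toxicity; inconclusive = no clear call, values can overlap the other calls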;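 note: spot-positive cell cutoff set from DMSO-treated cells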
WT yeast gro inh – growth inhibition of WT yeast, mitochondrial fusion screen; mitochondrial fusion phenotypic screen, WT strain; inhibition, % at 10 µM; actives 2.1% (n = 190,000); AID 1362; in the data active = inhibition above about 58%; tested in S. cerevisiae
Ins promoter up – MIN6 insulin promoter up-regulation; MIN6 insulin promoter-GFP reporter, high-content imaging; active compounds read high; z-score at 5 µM; actives 0.3% (n = 190,000); AID 1625;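 active = z-score above 3 at 5 µM with at least 500 cells counted in the well; inconclusive = wells under 500 cells, flagged as cytotoxic or low count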
b-catenin transl – beta-catenin nuclear translocation modulation; HeLa beta-catenin nuclear translocation, immunofluorescence imaging; nuclear translocation activity, % at 5 µM; actives 0.3% (n = 190,000);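 active = nuclear translocation activity above 50% at 5 µM, with a well cell count of 50 or more; inconclusive = wells under 50 cells across six images, flagged as toxic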;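 note: per-cell ratio of nuclear to cytoplasmic median beta-catenin stain intensity; plate controls were DMSO negative control for no effect and GSK-3 inhibitor IX positive control for full effect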
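Test system: HeLa cells, endogenous beta-catenin; Compound: single 5 µM dose plus 0.02–20 µM confirmation series; Times: compound exposure 24 h at 37°C; Signal: fluorescence imaging of beta-catenin antibody stain plus DAPI; Read-out: % activation, nuclear-to-cytoplasmic median beta-catenin signal ratio per cell.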
Hep lipid drop – hepatic lipid droplet formation modulation. AML12 mouse hepatocytes, oleate lipid droplets, BODIPY imaging. inhibition, % at 6.5 µM. actives 0.4% (n = 240,000). AID 1656;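 active = lipid droplet intensity inhibited by at least 50%, with more than 500 cells counted; inconclusive = wells with under 300 cells, treated as cytotoxic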
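Material – mouse AML12 hepatocyte cell line, fixed after treatment · Compound dosing – one dose, 6.5 µM compound · Times – compound with oleate, overnight · Measured by – Image-based BODIPY and DAPI two-channel analysis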
CSM14.1 death rescue – rescue of cells from ER stress-induced death, primary screen, 384-well, CSM14.1, thapsigargin, ATP luminescence (AID 1222) | CSM14.1 thapsigargin-induced death rescue, ATP luminescence; higher % means a stronger effect | cellular ATP content (survival), % at 20 µM; hits with a dose series show EC50 in µM | 190,000 tested, under 10 active;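 active = EC50 below 50 µM in the dose-response confirmation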;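 note: death triggered by thapsigargin at about 15 µM added after 2 h compound pretreatment; cell ATP read after overnight thapsigargin exposure of roughly 18 to 22 hours; normalized against plate controls of thapsigargin alone and 5% DMSO vehicle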
Dynein cargo inh – blocks dynein driven cargo transport along microtubules | 3617.4 mouse cells, GR-EGFP nuclear translocation imaging; test concentration mostly 20 µM; stimulated with dexamethasone, 1 µM; active compounds read low | z-score, hits read low | actives 0.47% (n = 220,000) | AID 1381;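 active = plate z-score of nuclear minus cytoplasmic receptor signal below a set negative limit, without overly bright fluorescence or cell loss, cut at about -3.5 in these data, passing the limit was not always enough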;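 note: z-score of nuclear minus cytoplasmic ring GR-EGFP intensity difference per well; some compounds called inactive have numbers as strong as hits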
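Also added – dexamethasone, 1.0 µM final · Buffer or medium – tet-free, stripped-serum medium · Schedule – induction 48 h, compound 1 h, agonist 30 min · Detection – formaldehyde fixation, Hoechst nuclear stain, 10x automated fluorescence imaging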
WT yeast gro inh mutant strain – also measured in WT yeast gro inh; calls as there; inhibition, %; mitochondrial fusion phenotypic screen, mutant strain inhibition
Dynein cargo inh cytoplasmic EGFP – further read-out of Dynein cargo inh, marked with its call; z-score; measured here: cytoplasmic GR-EGFP intensity; active compounds read high
Dynein cargo inh nuclear GR-EGFP – second read-out of Dynein cargo inh, no call of its own (marks repeat the call); z-score; measured here: nuclear GR-EGFP intensity;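 lower value marks the stronger effect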
Dynein cargo inh cell count – also measured in Dynein cargo inh; calls as there; z-score; measured here: cell count per field
Ins promoter up cell count – second read-out of Ins promoter up, no call of its own (marks repeat the call); cell count; measured here: cytotoxicity, nuclei count;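 total cells summed across four imaged fields per well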
Hep lipid drop cells 6.5 µM – further read-out of Hep lipid drop, marked with its call; cell count; measured here: cell count, cytotoxicity flag;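 cells counted across two imaged fields per well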
b-catenin transl cell count 5 µM – also measured in b-catenin transl; calls as there; cell count; measured here: cell count, cytotoxicity flag
MT stabilizer Hoechst-high % – also measured in MT stabilizer; calls as there; % Hoechst-high responders; measured here: nuclear condensation Hoechst responders;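 share of cells brighter than vehicle mean plus two SD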
MT stabilizer cytotoxicity % – recorded beside MT stabilizer, whose call it bears; toxicity, %; measured here: cytotoxicity by cell density;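 0% = mean cell density of plate MIN control wells and 100% = no cells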
Autophagy HCS cell loss 18 h – second read-out of Autophagy HCS, no call of its own (marks repeat the call); toxicity, %; measured here: cell loss, nuclei count;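 cell loss after 18 h compound exposure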
Starred values were filed as active, the others as inactive; i = inactive; ? = inconclusive; · = not tested or not shown; + = active, no number.

SMILES	MT stabilizer	MT stabilizer Hoechst-high %	MT stabilizer cytotoxicity %	XIAP displacement	Autophagy HCS	Autophagy HCS cell loss 18 h	WT yeast gro inh	WT yeast gro inh mutant strain	Ins promoter up	Ins promoter up cell count	b-catenin transl	b-catenin transl cell count 5 µM	Hep lipid drop	Hep lipid drop cells 6.5 µM	CSM14.1 death rescue	Dynein cargo inh	Dynein cargo inh cytoplasmic EGFP	Dynein cargo inh nuclear GR-EGFP	Dynein cargo inh cell count
CCCOc1ccc2nc(C)c(CCC)c(SC(=N)N)c2c1	·	·	·	·	·	·	·	·	0.39	1415	-0.8	1326	6.4	680	·	0.0315	-0.253	-0.245	1.07
CC(C)Cc1ccc(C(C)C(=O)Nc2ncccn2)cc1 (stereo not drawn)	2.1	1.1	5.3	-1.8%	i	-0.8	24.2	16.2	-0.2	1275	1.3	1433	1.5	725	-1.7%	0.102	-0.103	0.762	-1.44
Cc1c(NC(=O)CCc2ccccc2)cccc1[N+](=O)[O-]	2.5	3.3	7.5	-8.7%	i	-1.9	5.8	-4.5	·	·	-2.7	543	4.4	766	-1.7%	0.19	-0.358	-0.234	0.515
CCCS(=O)(=O)NCCc1csc(-c2ccc(OC)c(OC)c2)n1	·	·	·	·	·	·	·	·	-0.33	1127	-0.7	1322	-0.6	697	·	-0.113	-0.24	-0.1	1.06
Cc1ccc2cc(C#N)c(NCCNC(=O)C3CCC3)nc2c1C	5.3	4.2	5.0	-5.0%	i	-1.8	0.9	6.6	0.39	998	4.5	1150	·	·	1.0%	0.715	-0.314	0.4	-0.00486
CSc1nc2ccc(Br)cc2[nH]1	2.3	1.7	0.0	-1.5%	i	24.9	-1.8	10.8	-0.56	1476	1.6	1403	16.3	727	-1.0%	-1.91	-0.397	-1.23	2.39
COC(=O)c1ccccc1NC(=O)Nc1cccc(C)n1	1.8	1.5	0.1	-4.9%	i	-29.8	3.9	5.0	-0.11	1570	-3.6	1002	-2.8	765	-0.4%	-0.758	-0.233	-0.539	0.317
C=CCn1c(SCc2nc(N)nc(N3CCCCC3)n2)nnc1-c1ccco1	4.5	2.8	8.8	-16.5%	i	6.7	6.0	-23.5	-0.08	1228	-0.7	915	·	·	0.0%	-0.943	-0.175	-0.246	0.114
O=C1CC(N2CCC(C(=O)N3CCCCC3)CC2)C(=O)N1 (stereo not drawn)	4.3	1.7	5.4	-3.3%	i	0.5	-10.2	-5.3	-0.23	1324	0.6	1070	12.7	687	·	-0.322	-0.238	0.155	0.321
COc1ccccc1-c1cc(-c2ccccc2)nc(SC(C(N)=O)c2ccccc2)c1C#N (stereo not drawn)	3.2	1.4	3.7	-2.9%	i	-23.4	16.1	-9.5	-0.15	1083	4.1	1390	·	·	-1.9%	-0.588	-0.167	0.391	-0.136
COc1ccccc1N1CCN(CC(=O)N(CC(C)C)c2c(N)n(CC(C)C)c(=O)[nH]c2=O)CC1	4.7	3.7	6.0	-6.5%	i	-3.6	-11.6	5.9	0.15	1141	0.6	1106	7.0	675	-2.2%	1.91	-0.15	1.66	-2.05
O=C(N/N=C/c1cc(Cl)ccc1O)C(=O)Nc1ccccc1OC(F)(F)C(F)F	6.6	2.1	15.9	-2.9%	i	21.1	-0.1	20.1	?	·	1.4	736	-11.2	564	-0.7%	-0.703	-0.051	-0.111	0.818
CCCOc1ccc(N2C(=O)CC(NCc3cccnc3)C2=O)cc1 (stereo not drawn)	1.9	1.8	6.8	-5.2%	i	2.2	-10.2	10.2	0.02	1404	-0.1	1051	13.7	760	-1.7%	-0.101	-0.311	-0.188	0.72
Cc1ccc(OCC(=O)Nc2ccc(O)c(C(=O)O)c2)cc1C	2.8	2.6	5.4	-1.0%	i	-3.9	-0.1	4.0	-0.39	1844	-0.6	1040	5.6	698	-0.2%	-0.897	-0.259	-0.564	0.77
COC(=O)C1=C(C)N(Cc2ccco2)C(=O)/C1=C\c1ccc(N(C)C)cc1	4.0	2.4	7.2	-13.2%	i	3.4	5.4	-2.5	0.23	1402	-1.9	1015	-30.6	705	-3.6%	1.27	6.47	2.76	1.26
CC(Oc1ccc(Cl)cc1Cl)C(=O)Nc1ccc(O)cc1 (stereo not drawn)	2.5	0.8	0.9	-7.0%	i	-20.2	25.2	31.1	0.87	1514	-0.4	881	-4.8	680	1.5%	1.48	-0.208	1.12	-0.926
CCOC(=O)c1sc2nc(SCC(=O)NCc3ccco3)n(Cc3ccccc3)c(=O)c2c1C	2.3	2.6	6.1	-8.3%	i	-30.6	-0.2	8.4	-0.24	1465	-2.7	1103	-5.7	602	-1.0%	-0.37	-0.25	-0.281	0.212
O=C(COc1ncnc2cc([N+](=O)[O-])ccc12)NC(=O)NC1CCCCC1	1.4	2.3	5.5	-7.8%	i	14.7	-5.8	-9.2	0.33	1390	-0.8	1131	3.1	674	0.2%	0.442	-0.198	0.248	0.663
FC(F)Oc1ccc(NC(=S)N2CCc3ccccc32)cc1	3.3	2.1	12.6	-3.6%	i	2.0	17.4	-2.4	-0.31	1207	0.3	1074	-5.2	670	-1.2%	1.57	-0.112	1.19	-1.51
CC1C(=NO)C(C)C(c2ccccc2)NC1c1ccccc1 (stereo not drawn)	1.5	1.2	11.0	-8.1%	i	5.2	-3.4	6.3	0.64	916	-6.8	1013	-3.8	762	6.9%	-1.58	-0.0857	-0.905	2.16
O=C(c1cccc(Cl)c1)C1CCCN(C(=O)c2ccoc2)C1 (stereo not drawn)	3.0	1.5	4.3	-1.7%	i	-26.7	-5.0	-0.2	0.3	1392	-1.7	1140	-35.7	714	-0.3%	0.632	-0.215	0.317	-0.0273
O=C(Nc1ccccc1F)C(=Cc1sc(N2CCOCC2)nc1-c1ccccc1)C(=O)Nc1ccccc1F	12.3	2.3	0.9	-5.3%	i	-7.7	-2.0	3.5	2.49	1062	-3.1	1142	67.9*	624*	1.1%	-1.25	5.05	0.0857	0.134
CCOC(=O)C1CCN(CCC(=O)Nc2cccc(Cl)c2)CC1	5.0	5.4	6.0	0.6%	i	7.1	10.3	31.4	0.63	1276	-1.7	887	·	·	-1.2%	-0.18	-0.167	-0.0845	1.13
Cc1oc(-c2ccccc2)cc1C(=O)Nc1ccc(N(C)C)cc1	2.4	1.9	11.4	-2.1%	i	3.1	-4.2	2.9	0.03	1318	1.8	1343	·	·	-1.4%	-0.399	-0.228	-0.887	1.09
CC(C(=O)Nc1ccc(C(=O)O)cc1)N1C(=O)c2ccccc2C1=O (stereo not drawn)	7.1	2.2	10.9	-4.7%	i	5.5	·	·	0.53	1520	-0.7	1404	·	·	0.5%	-1.32	-0.0317	-0.278	1.37
COc1ccc(C)cc1S(=O)(=O)N1CCCCC1	3.6	2.3	10.2	-5.7%	i	6.9	-0.5	-7.4	·	·	-3.4	1120	11.1	732	1.6%	0.379	-0.247	-0.0211	-0.366
Cc1onc(-c2ccccc2)c1C(=O)NNC(=S)NC(=O)c1ccc2c(c1)OCO2	·	·	·	·	·	·	·	·	0.02	1161	-0.8	1326	-8.8	684	·	0.206	-0.255	-0.306	-0.365
Cc1ccc(-c2cc(C(F)F)n3ncc(C(=O)N4CCCc5ccccc54)c3n2)cc1	2.8	2.4	0.9	-10.5%	i	39.7	-10.7	-1.8	0.44	1240	0.0	1168	-1.5	762	-1.9%	-0.1	0.301	0.17	0.215
CN1CCN(NC(=O)Nc2cccc(Cl)c2Cl)CC1	2.4	1.1	8.6	-5.4%	+	22.5*	-2.9	-7.3	-0.89	1578	0.8	1086	-16.2	689	0.1%	0.144	-0.0903	0.296	-0.0947
COc1ccc(OC)c(CNC(=O)C2CCN(C(=O)N(C)C)CC2)c1	3.8	3.4	8.0	-0.8%	i	7.6	-0.2	-2.6	-0.34	1151	·	·	-17.2	629	·	0.222	-0.211	0.664	-0.269
CCCn1nc(C(=O)N2CCCc3ccccc32)c2ccccc2c1=O	3.3	3.1	6.8	-4.2%	i	10.1	9.0	8.9	0.23	1242	2.3	1098	-20.1	667	0.8%	0.83	-0.218	0.686	-0.227
O=c1[nH]ncc2c3ccccc3n(Cc3ccccc3)c12	5.5	3.8	7.8	-0.6%	i	-3.1	35.7	-8.0	·	·	·	·	·	·	-1.6%	-1.08	-0.119	-0.299	0.819
CCn1c(O)c(/C=C2\C=Nc3ccccc32)sc1=O	6.9	0.8	7.2	-6.8%	i	-9.3	-5.7	2.4	-0.23	1602	-1.9	998	2.9	716	-0.8%	-0.614	-0.323	-0.277	0.782
CCOc1nnnc2c1sc1nc(N3CCOCC3)c3c(c12)CCCC3	1.0	1.3	1.6	-3.3%	i	-10.4	-31.1	-7.0	-0.92	1001	·	·	12.6	807	-0.4%	0.272	-0.335	0.0266	0.45
